High-throughput results (PubChem BioAssay)
Tb PFK block = T. brucei PFK enzyme inhibition; actives 0.17% (n = 330,000); AID 485367; Potency, µM (series often up to 57.5 µM), inactives show at the highest dose activity, negative = inhibition, most hits filed as inhibitors; T. brucei PFK, ADP-Glo luminescence;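 further: potency means the concentration at half of the fitted maximal effect; 0% = uninhibited 1x PFK enzyme wells and -100% = no-enzyme wells; nearly all actives have a fitted effect of over 60% in size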
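ADP-Glo luminescence quantified ADP after 45 min at room temperature, with 1.25 nM T. brucei PFK, 0.1 mM ATP and 0.5 mM fructose-6-phosphate in pH 8.0 TEA buffer. qHTS titrations up to 57 µM; curves classified by quality.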
BCR signal inh = blocks chronic active B-cell receptor signaling; actives 0.05% (n = 340,000); ABC-DLBCL IkBa-CBG/CBR reporter, luminescence ratio, 4 h; Potency, µM (highest dose often 46.1 µM), without a hit: top-dose ratio change, negative = lower green/red ratio, usual class: inhibitors; active means well fitted inhibition curve with a large enough effect in the signal ratio, with a control signal flat, not every such curve was filed as active; inconclusive means small, poorly fitted or top-dose-only effect, or effect the other way, or a change in a side signal; the % refers to the signal ratio;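 further: potency means the concentration at half of the fitted maximal effect; plate controls were basal doxycycline-induced cells for no effect and cells given 10 µM MG132 for full effect; MG132 reads +100%, hits lower the ratio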
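Concentration-response series (up to 46 uM) were applied to TMD8 dual-reporter cells for 4 h at 37C with doxycycline. Green/red ratio, after filter-overlap correction, defined %Activity; red signal alone was normalised to basal cells and zero luminescence.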
Mito fusion act = blocks mitochondrial division or promotes mitochondrial fusion. Potency, µM (highest dose often 46.1 µM), inactives show at the top dose growth rescue (activation), actives largely listed as activators. actives 0.23% (n = 320,000). S. cerevisiae fusion-defective mutant growth rescue, CellTiterGlo 48 h. AID 485298;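 further: potency means the concentration at half of the fitted maximal effect; % of control where 0% means no effect; nearly all actives have a fitted effect of over 45% in size; temperature-sensitive fusion mutants such as fzo1-1 at 37 °C on non-fermentable ethanol glycerol medium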
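Growth-rescue viability read-out: after 48 h at the non-permissive 37C in glycerol/ethanol YPEG, yeast mitochondrial fusion mutants are measured by CellTiterGlo luminescence; compounds (23 nl pinned per well) restoring growth score as division inhibitors or fusion activators.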
TSHR antag = antagonists of human thyroid stimulating hormone receptor; P16473; TSHR-expressing cells, TSH-stimulated cAMP HTRF, 2 h; active compounds read low; activity change, negative = inhibition, % at 11.5 µM; actives 0.2% (n = 330,000);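 active means activity change below a set negative limit, meaning inhibition stronger than a set level, cut at about -70% in these data; inconclusive means activity change between two set negative limits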; further: on the % scale 0 is the no-effect control and ±100 the full control effect
Target sequence (P16473 whole entry, looked up): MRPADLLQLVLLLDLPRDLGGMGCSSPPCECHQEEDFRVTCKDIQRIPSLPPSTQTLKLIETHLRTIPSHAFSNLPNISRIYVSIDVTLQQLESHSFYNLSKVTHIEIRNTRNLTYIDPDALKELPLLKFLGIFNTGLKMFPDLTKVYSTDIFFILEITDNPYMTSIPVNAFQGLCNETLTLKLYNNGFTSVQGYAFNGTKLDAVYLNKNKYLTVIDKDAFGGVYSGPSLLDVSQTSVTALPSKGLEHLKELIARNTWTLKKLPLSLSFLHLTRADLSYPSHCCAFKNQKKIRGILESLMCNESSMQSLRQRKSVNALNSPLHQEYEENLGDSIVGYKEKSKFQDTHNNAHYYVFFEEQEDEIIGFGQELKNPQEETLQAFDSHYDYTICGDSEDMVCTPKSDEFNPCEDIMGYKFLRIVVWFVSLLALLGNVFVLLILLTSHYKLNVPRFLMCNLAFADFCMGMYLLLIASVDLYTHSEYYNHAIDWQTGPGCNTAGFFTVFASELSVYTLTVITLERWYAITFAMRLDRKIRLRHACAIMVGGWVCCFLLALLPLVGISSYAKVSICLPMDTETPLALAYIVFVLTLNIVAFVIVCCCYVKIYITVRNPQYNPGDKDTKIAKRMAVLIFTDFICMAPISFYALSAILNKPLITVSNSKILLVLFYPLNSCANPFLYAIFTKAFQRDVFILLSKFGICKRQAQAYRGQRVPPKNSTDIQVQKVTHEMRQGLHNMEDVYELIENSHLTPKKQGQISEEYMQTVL
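Antagonism was scored as loss of TSH-driven cAMP in TSHR cells, stimulated with 4nM TSH (EC80) for 2 hours at 37 deg C and detected by homogeneous HTRF competition immunoassay.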
TCR activator = activates T cell receptor signaling | primary human leukocytes, anti-CD3, IL-2 HTRF, 48 h | Potency, µM (titrated, usually from 9.22 µM), inactives show at the highest dose activation of IL-2 secretion, hits mostly activators | 330,000 tested, under 10 active; further: % of control where 0% means no effect
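Activity was scored as IL-2 release from primary human leukocytes given only a TCR signal (a-CD3 beads) plus compound for 48 hr. Detection used a two-antibody HTRF format read at 665nm.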
uPA surface inh = blocks generation of uPA at the cell surface; actives 0.31% (n = 330,000); cell surface uPA generation assay, qHTS; Potency, µM (doses to about 38.3 µM), for the others: top-dose activity change, negative = inhibition, actives largely listed as inhibitors; active means well fitted inhibition curve with a large enough effect; inconclusive means small, poorly fitted or top-dose-only effect; inactive means no such curve, though single readings can be large or run the other way; tested in mouse RAW 264.7 cells; further: potency means the concentration at half of the fitted maximal effect; on the % scale 0 is the no-effect control and ±100 the full control effect; nearly all actives have a fitted effect of over 55% in size
Eya2 phos inh = Eya2 (human) phosphatase inhibition; O00167; recombinant Eya2, OMFP fluorescence dephosphorylation (OMFP is methylfluorescein phosphate); Potency, µM (highest dose often 76.9 µM), for the others: top-dose activity, negative = inhibition, usual class: inhibitors; actives 0.006% (n = 330,000); AID 488837; further: potency means the concentration at half of the fitted maximal effect; on the % scale 0 is the no-effect control and ±100 the full control effect
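Eya2 (0.2 uM) preincubated 10 min at ambient with compound, then OMFP substrate added at 50 uM; 10 min reaction in 50 mM HEPES pH 7.5, 50 mM NaCl, 5 uM MgCl2, 0.05% BSA, 1 mM DTT. Fluorescence read at Ex 485/Em 525 nm.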
B2AR arrestin = agonists driving beta-arrestin recruitment to human beta2-adrenergic receptor; beta-arrestin recruitment to beta2AR, cell-based reporter; Potency, µM (titrated, usually from 46.1 µM), for inactives: top-dose activation, actives largely listed as activators; actives 0.02% (n = 330,000);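 further: potency means the concentration at half of the fitted maximal effect; 0% = DMSO controls and full agonism = EC100 isoproterenol or metaproterenol; nearly all actives have a fitted effect of over 65% in size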
ELG1 repair inh = blocks ELG1-dependent DNA repair in HEK293T cells. HEK293T ELG1-luciferase reporter, luminescence, 16 h; DNA damage induced by 5-fluorouridine. Potency, µM (series often up to 46.1 µM), inactives show at the highest dose activity change, negative = inhibition, hits mostly inhibitors. actives 2.3% (n = 330,000); further: potency means the concentration at half of the fitted maximal effect; on the % scale 0 is the no-effect control and ±100 the full control effect; nearly all actives have a fitted effect of over 55% in size
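Luminescence from the luciferase reporter, measured 30 min after ONE-Glo reagent at room temperature, was the read-out. Beforehand, 2,000 cells per well were exposed for 16 hr at 37 °C to 5-fluorouridine together with compound or vehicle.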
PTAP TSG101 blk = blocks PTAP/TSG101 interaction to inhibit HIV-1 budding; Q99816; Fluorescence polarization, FITC-PTAP peptide / Tsg101 binding; Potency, µM (titrated, usually from 115 µM), inactives show at the highest dose activity change, negative = inhibition, actives largely listed as inhibitors; 340,000 tested, under 10 active; active means well fitted inhibition curve with a large enough effect in the main read-out, with a control signal flat, not every such curve was filed as active; inconclusive means small, poorly fitted or top-dose-only effect, or effect the other way, or a change in a side signal; inactive means no such curve, though single readings can be large or run the other way; further: potency means the concentration at half of the fitted maximal effect; % of control where 0% means no effect
Target sequence (Q99816 whole entry, looked up): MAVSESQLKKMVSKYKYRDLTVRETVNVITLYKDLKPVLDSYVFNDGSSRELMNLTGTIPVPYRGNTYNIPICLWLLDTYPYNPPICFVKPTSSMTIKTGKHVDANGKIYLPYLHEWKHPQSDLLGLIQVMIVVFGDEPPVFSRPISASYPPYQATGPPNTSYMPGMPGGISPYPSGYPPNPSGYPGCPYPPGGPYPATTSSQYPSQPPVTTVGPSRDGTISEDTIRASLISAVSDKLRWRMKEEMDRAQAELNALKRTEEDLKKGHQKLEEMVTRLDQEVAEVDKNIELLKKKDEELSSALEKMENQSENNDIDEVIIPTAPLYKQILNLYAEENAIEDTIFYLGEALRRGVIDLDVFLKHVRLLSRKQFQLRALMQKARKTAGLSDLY
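Fluorescence polarization binding of Tsg101 binding domain (10 uM final) to FITC-labeled PTAP peptide (50 nM final) in HEPES pH 7.5 buffer with NaCl, Tween 20, EDTA, TCEP. Compounds added before peptide; binding 20 min at RT.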
USP2a inh = blocks human ubiquitin-specific protease USP2a; O75604; USP2 core, Ub-CHOP2 coupled fluorogenic reporter, 485/531; Potency, µM (series often up to 38.3 µM), inactives show top-dose activity change, negative = inhibition, most hits filed as inhibitors; actives 0.01% (n = 330,000);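 further: potency means the concentration at half of the fitted maximal effect; plate controls were DMSO wells for no effect and full inhibition by NEM control for full effect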
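USP2 core (10nM final) preincubated 30min RT with compound in 20mM Tris-HCl pH 8.0, 2mM CaCl2, 2mM beta-mercaptoethanol, 0.05% CHAPS; 25nM Ub-CHOP2 plus 25nM reporter substrate added, fluorescence (Ex485/Em531) read after 60min.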
The depositor's hits bear a star; [ ] = dose if it differs, or a comment. Unless noted, the call rests on the fitted dose curve; in most records, active means well fitted curve in the direction sought with a large enough effect; inconclusive means small, poorly fitted or top-dose-only effect, or another doubt; inactive means no such curve, though single readings can be large; an effect the other way counts as inactive or inconclusive.

Results for Cc1nnc(NC(=O)CSc2nnc(CC(=O)Nc3ccccc3Cl)n2C)s1 ?
Tb PFK block: -5%; BCR signal inh: inconclusive; Mito fusion act: 9%; TSHR antag: 2; TCR activator: -19%; uPA surface inh: 0%; Eya2 phos inh: 9%; B2AR arrestin: -0.1%; ELG1 repair inh: inconclusive; PTAP TSG101 blk: -1%; USP2a inh: 1%

How did COc1cc2nc(C)sc2cc1SC do in these assays?
Tb PFK block: 4%; BCR signal inh: inconclusive; Mito fusion act: -4%; TSHR antag: 28; uPA surface inh: -1%; Eya2 phos inh: 31%[15.4 µM]; B2AR arrestin: 0.3%; ELG1 repair inh: 15%; PTAP TSG101 blk: -7%; USP2a inh: 2%

How did O=C(NCCCN1CCCC1=O)c1cc(S(=O)(=O)N2CCOCC2)c(Cl)cc1Cl do in these assays?
Tb PFK block: -2%; BCR signal inh: 2%; Mito fusion act: 5%; TSHR antag: -8; TCR activator: -8%; uPA surface inh: -2%; Eya2 phos inh: 0%; B2AR arrestin: -0.3%; ELG1 repair inh: 15%; PTAP TSG101 blk: -3%; USP2a inh: -2%

What do the screens show for `CC1=C(C(=O)Nc2ccccn2)C(c2cccnc2)n2nnnc2N1` (configuration not stated)?
Tb PFK block: -3%; BCR signal inh: 5%; Mito fusion act: -2%; TSHR antag: 9; TCR activator: -2%; uPA surface inh: -7%; Eya2 phos inh: 3%; B2AR arrestin: 0.6%; ELG1 repair inh: 16%; PTAP TSG101 blk: -3%; USP2a inh: 0%

Results for NS(=O)(=O)c1ccc(N=C2C(=O)Nc3ccccc32)cc1 ?
Tb PFK block: 0%; BCR signal inh: 8%; Mito fusion act: 6%; TSHR antag: -1; TCR activator: -5%; uPA surface inh: -1%; Eya2 phos inh: -4%; B2AR arrestin: -1.2%; ELG1 repair inh: -8%; PTAP TSG101 blk: 3%; USP2a inh: -4%

Results for COc1cc2c(cc1OC)/C(=C/c1ccc(Br)cc1)C(=O)OC2 ?
Tb PFK block: -11%; BCR signal inh: inconclusive; Mito fusion act: 16µM*; TSHR antag: -17; TCR activator: 2%[46.1 µM]; uPA surface inh: -12%; Eya2 phos inh: 2%; B2AR arrestin: -2.5%; ELG1 repair inh: inconclusive; PTAP TSG101 blk: -1%; USP2a inh: -1%

What do the screens show for `COC(=O)c1cccc(C(=O)N2CCCC(C(=O)c3cccc(OC(C)C)c3)C2)c1` (configuration not stated)?
Tb PFK block: 0%; BCR signal inh: 6%; Mito fusion act: inconclusive; TSHR antag: -11; TCR activator: -7%; uPA surface inh: 26%; Eya2 phos inh: -3%; B2AR arrestin: -0.5%; ELG1 repair inh: -18%; PTAP TSG101 blk: -5%; USP2a inh: 1%

How did CN(CCOc1ccccc1)C(=O)c1cc(COc2c(F)cccc2F)on1 do in these assays?
Tb PFK block: 0%; BCR signal inh: 9%; Mito fusion act: 29%; TSHR antag: -11; TCR activator: 2%; uPA surface inh: 8%; Eya2 phos inh: -4%; B2AR arrestin: 0.3%; ELG1 repair inh: 17%; PTAP TSG101 blk: -2%; USP2a inh: 0%

What do the screens show for `CC1CCN(CCCNC(=O)c2ccc(Cn3c(=S)[nH]c4ccc(Br)cc4c3=O)cc2)CC1`?
Tb PFK block: -1%; BCR signal inh: inconclusive; Mito fusion act: 5%; TSHR antag: 0; Eya2 phos inh: 4%; B2AR arrestin: 0.2%; ELG1 repair inh: -5%; USP2a inh: 4%

Results for Cc1ccc(-c2cc(C(=O)Nc3ccc4c(c3)OCCO4)c3ccccc3n2)cc1 ?
Tb PFK block: -5%; BCR signal inh: -2%; Mito fusion act: 27%; TSHR antag: 0; TCR activator: 6%; uPA surface inh: 3%; Eya2 phos inh: 22%; B2AR arrestin: 0.3%; ELG1 repair inh: -4%; PTAP TSG101 blk: 1%; USP2a inh: 3%

How did COc1ccc(C(=O)N(C)c2c(C)n(C)n(-c3ccccc3)c2=O)cc1OC do in these assays?
Tb PFK block: -2%; BCR signal inh: 4%; Mito fusion act: -3%; TSHR antag: 1; TCR activator: 3%; uPA surface inh: -18%; Eya2 phos inh: -8%; B2AR arrestin: 0.2%; ELG1 repair inh: 2%; PTAP TSG101 blk: -4%; USP2a inh: 2%

What do the screens show for `COc1ccccc1N1CN(S(=O)(=O)c2ccc(C)cc2)c2nc3ccccc3nc21`?
Tb PFK block: 0%; BCR signal inh: 7%; TSHR antag: -9; TCR activator: -3%[46.1 µM]; uPA surface inh: 0%; Eya2 phos inh: -31%; B2AR arrestin: -1.2%; ELG1 repair inh: 11%; PTAP TSG101 blk: -4%; USP2a inh: -2%

What do the screens show for `Cc1ccc(NC(=S)Nc2ncccc2C)c(C)c1`?
Tb PFK block: 4%; BCR signal inh: inconclusive; Mito fusion act: 3%; TSHR antag: 7; TCR activator: 1%; uPA surface inh: -11%; Eya2 phos inh: -17%; B2AR arrestin: -0.8%; ELG1 repair inh: inconclusive; PTAP TSG101 blk: -10%; USP2a inh: 0%

How did COc1ccc(-c2cc(C(=O)N3CCCc4ccccc43)no2)cc1 do in these assays?
Tb PFK block: -1%; BCR signal inh: inconclusive; Mito fusion act: 17%; TSHR antag: -5; TCR activator: 2%; uPA surface inh: 1%; Eya2 phos inh: 4%; B2AR arrestin: -0.1%; ELG1 repair inh: inconclusive; PTAP TSG101 blk: -2%; USP2a inh: 0%

What do the screens show for `CCC1OC(c2ccc([N+](=O)[O-])cc2)=Nc2ccccc21` (configuration not stated)?
Tb PFK block: 2%; BCR signal inh: 5%; Mito fusion act: 2%; TSHR antag: -15; TCR activator: -1%; uPA surface inh: 17%; Eya2 phos inh: -27%; B2AR arrestin: 0.1%; ELG1 repair inh: inconclusive; PTAP TSG101 blk: -3%; USP2a inh: -1%

What do the screens show for `CN(C(=O)COC(=O)c1c[nH]c(=O)[nH]c1=O)C1CCCCC1`?
Tb PFK block: 0%; BCR signal inh: 3%; Mito fusion act: 1%; TSHR antag: 12; TCR activator: 1%; uPA surface inh: 5%; Eya2 phos inh: -1%; B2AR arrestin: 0.1%; ELG1 repair inh: 3%; PTAP TSG101 blk: -5%; USP2a inh: 1%

Results for Cc1n[nH]c(C)c1Sc1ccccc1N ?
Tb PFK block: -1%; BCR signal inh: 7%; Mito fusion act: -1%; TSHR antag: -1; TCR activator: -4%; uPA surface inh: 4%; Eya2 phos inh: 4%; B2AR arrestin: -0.2%; ELG1 repair inh: 6%; PTAP TSG101 blk: -1%; USP2a inh: 1%

Results for COc1ccccc1/C=C/C=N/n1c(-c2n[nH]c3c2CCC3)n[nH]c1=S ?
Tb PFK block: -26%; BCR signal inh: 7%; Mito fusion act: 0%; TSHR antag: -16; TCR activator: 0%; uPA surface inh: inconclusive; Eya2 phos inh: 18%; B2AR arrestin: -0.8%; ELG1 repair inh: inconclusive; PTAP TSG101 blk: 1%; USP2a inh: 8%

What do the screens show for `CC(C)c1ccc(CN(C(=O)/C=C/c2ccco2)C2CCS(=O)(=O)C2)cc1` (configuration not stated)?
Tb PFK block: 0%; BCR signal inh: 1%; Mito fusion act: 3%; TSHR antag: 1; TCR activator: 0%; uPA surface inh: -4%; Eya2 phos inh: 3%; B2AR arrestin: -0.1%; ELG1 repair inh: -4%; PTAP TSG101 blk: 2%; USP2a inh: 2%

Results for N#C/C(=C\c1c(N2CCCCC2)nc2ccccn2c1=O)C(=O)NCc1ccco1 ?
Tb PFK block: -3%; BCR signal inh: 7%; Mito fusion act: -4%; TSHR antag: 1; TCR activator: 1%[46.1 µM]; uPA surface inh: 1%; Eya2 phos inh: 5%; B2AR arrestin: -2.0%; ELG1 repair inh: inconclusive; PTAP TSG101 blk: 0%; USP2a inh: 3%

Results for Cc1occc1C(=O)Nc1nccs1 ?
Tb PFK block: -9%; BCR signal inh: inconclusive; Mito fusion act: 1%; TSHR antag: 0; TCR activator: -4%; uPA surface inh: -4%; Eya2 phos inh: 0%; B2AR arrestin: 0.1%; ELG1 repair inh: 6%; PTAP TSG101 blk: 0%; USP2a inh: 3%

Results for CCOC(=O)c1sc(N2C(=O)C(O)=C(C(=O)c3ccco3)C2c2ccco2)nc1C (configuration not stated) ?
Tb PFK block: 4%; BCR signal inh: inconclusive; Mito fusion act: 7%; TSHR antag: -11; TCR activator: 3%; uPA surface inh: -1%; Eya2 phos inh: 1%; B2AR arrestin: -0.2%; ELG1 repair inh: 12%; PTAP TSG101 blk: -12%; USP2a inh: 0%
